BioA inh = BioA (M. tuberculosis) enzyme inhibition; purified M. tuberculosis BioA enzyme, plate reader; 360,000 compounds, 0.096% hits; inhibition, % at 9.99 µM; in the data active = inhibition above about 40%; inconclusive = no clear call, values can overlap the other calls
TcdB GH inh = inhibitors of Clostridioides difficile toxin B glycohydrolase | P18177 | TcdB glycohydrolase enzymatic assay, plate reader | inhibition, % at 9.99 µM | 350,000 compounds, 0.24% hits | AID 652162; in the data active = inhibition above about 10%
Target sequence (P18177 whole entry, looked up): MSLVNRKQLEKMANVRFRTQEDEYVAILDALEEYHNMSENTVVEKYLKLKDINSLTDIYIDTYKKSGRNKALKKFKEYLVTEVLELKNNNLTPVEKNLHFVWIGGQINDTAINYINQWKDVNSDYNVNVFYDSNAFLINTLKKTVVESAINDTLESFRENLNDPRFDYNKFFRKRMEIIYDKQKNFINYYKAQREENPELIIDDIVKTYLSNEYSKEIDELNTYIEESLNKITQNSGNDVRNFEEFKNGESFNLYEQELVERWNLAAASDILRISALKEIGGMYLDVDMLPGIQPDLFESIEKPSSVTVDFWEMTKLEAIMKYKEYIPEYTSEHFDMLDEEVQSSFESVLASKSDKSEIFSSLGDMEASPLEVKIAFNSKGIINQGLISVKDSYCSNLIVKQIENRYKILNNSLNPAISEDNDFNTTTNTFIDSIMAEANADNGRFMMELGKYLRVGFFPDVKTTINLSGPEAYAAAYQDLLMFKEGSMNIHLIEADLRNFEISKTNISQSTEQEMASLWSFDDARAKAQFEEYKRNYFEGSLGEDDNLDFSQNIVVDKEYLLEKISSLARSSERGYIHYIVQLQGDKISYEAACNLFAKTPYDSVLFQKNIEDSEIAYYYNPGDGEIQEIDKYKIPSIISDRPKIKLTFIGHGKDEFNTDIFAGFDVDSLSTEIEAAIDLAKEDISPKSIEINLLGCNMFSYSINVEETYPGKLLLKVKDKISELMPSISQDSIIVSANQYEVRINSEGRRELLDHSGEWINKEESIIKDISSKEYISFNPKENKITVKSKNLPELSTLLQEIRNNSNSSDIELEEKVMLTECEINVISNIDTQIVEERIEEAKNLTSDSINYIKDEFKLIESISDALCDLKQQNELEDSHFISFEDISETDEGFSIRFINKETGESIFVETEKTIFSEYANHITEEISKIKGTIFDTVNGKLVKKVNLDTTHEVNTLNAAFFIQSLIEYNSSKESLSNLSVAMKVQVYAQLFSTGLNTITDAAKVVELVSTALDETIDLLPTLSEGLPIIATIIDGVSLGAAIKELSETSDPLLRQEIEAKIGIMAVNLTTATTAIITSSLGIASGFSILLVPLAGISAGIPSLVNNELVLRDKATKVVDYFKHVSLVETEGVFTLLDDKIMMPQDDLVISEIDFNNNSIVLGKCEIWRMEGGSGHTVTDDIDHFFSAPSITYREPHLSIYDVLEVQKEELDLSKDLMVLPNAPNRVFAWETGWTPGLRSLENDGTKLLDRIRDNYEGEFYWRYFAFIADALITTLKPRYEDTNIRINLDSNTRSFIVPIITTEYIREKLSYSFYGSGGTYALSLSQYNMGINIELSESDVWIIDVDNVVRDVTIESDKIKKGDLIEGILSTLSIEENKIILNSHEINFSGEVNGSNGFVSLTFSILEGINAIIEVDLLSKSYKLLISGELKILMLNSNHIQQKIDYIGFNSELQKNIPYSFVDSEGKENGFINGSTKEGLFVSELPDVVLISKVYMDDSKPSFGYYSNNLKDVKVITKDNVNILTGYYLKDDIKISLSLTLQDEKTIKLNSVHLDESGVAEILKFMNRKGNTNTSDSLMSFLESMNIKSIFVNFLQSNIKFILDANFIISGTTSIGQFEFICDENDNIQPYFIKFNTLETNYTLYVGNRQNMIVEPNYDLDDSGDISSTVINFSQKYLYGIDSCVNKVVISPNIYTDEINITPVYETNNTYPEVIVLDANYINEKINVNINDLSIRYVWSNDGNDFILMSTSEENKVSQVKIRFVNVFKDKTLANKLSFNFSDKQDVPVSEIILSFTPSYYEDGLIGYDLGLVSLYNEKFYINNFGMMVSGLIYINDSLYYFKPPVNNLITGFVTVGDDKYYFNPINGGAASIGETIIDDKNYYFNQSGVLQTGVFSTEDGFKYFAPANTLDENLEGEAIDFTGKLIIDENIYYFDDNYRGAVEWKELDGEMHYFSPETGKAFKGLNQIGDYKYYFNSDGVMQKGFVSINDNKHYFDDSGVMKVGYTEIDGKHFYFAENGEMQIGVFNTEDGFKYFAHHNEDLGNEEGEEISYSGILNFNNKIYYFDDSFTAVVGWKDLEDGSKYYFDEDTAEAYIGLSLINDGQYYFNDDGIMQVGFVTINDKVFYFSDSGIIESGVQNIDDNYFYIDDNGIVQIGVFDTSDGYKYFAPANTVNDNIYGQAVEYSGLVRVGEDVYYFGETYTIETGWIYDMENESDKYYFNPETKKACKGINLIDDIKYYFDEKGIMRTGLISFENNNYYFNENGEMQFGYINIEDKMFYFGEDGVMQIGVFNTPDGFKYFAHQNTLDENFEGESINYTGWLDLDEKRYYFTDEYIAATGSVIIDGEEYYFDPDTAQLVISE
PfHsp40 rescue = restores yeast growth despite PfHsp40 toxicity. S. cerevisiae expressing PfHsp40, growth rescue, ATP luminescence. AID 504582. 340,000 compounds, 0.68% hits. growth rescue, % at 12.5 µM; in the data active = growth rescue above about 28%, passing the limit was not always enough; inconclusive = no clear call, values can overlap the other calls;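 also: yeast W303a lacking pdr1 and pdr3 grown in galactose medium; growth measured after three days at 30 °C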
FadD28 binding = inhibitors of Mycobacterium tuberculosis FadD28 bisubstrate binding; inhibition, % at 12.5 µM; 360,000 compounds, 0.22% hits; FadD28 bisubstrate probe binding, fluorescence polarization; in the data active = inhibition above about 8.5%, passing the limit was not always enough; inconclusive = no clear call, values can overlap the other calls
Yp Topo-I inh = Y. pestis Topo-I inhibition via cleavage products | Y. pestis Topo-I cleavage product accumulation, plate reader | activity, % at 10 µM | 360,000 compounds, 0.064% hits | AID 504884; in the data active = activity above about 50%, passing the limit was not always enough; inconclusive = no clear call, values can overlap the other calls; also: inactives centre near 2
FBA Mtb inh = inhibits M. tuberculosis FBA enzyme; purified M. tuberculosis FBA, fluorescence read-out; inhibition, % at 1 µM; 360,000 compounds, 2.3% hits; AID 588726; in the data active = inhibition above about 27%;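 also: 0% = vehicle and 100% = reference inhibitor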
Mtb UGM inh = blocks M. tuberculosis UGM enzyme | P9WIQ1 | purified UGM, fluorescence polarization probe displacement | inhibition, % at 10 µM | 320,000 compounds, 0.06% hits | AID 504406; in the data active = inhibition above about 10%, passing the limit was not always enough; inconclusive = no clear call, values can overlap the other calls
Vc quorum ag = induces V. cholerae light production without autoinducers; AID 588436; activation, % at 18.7 µM; 350,000 compounds, 0.16% hits; V. cholerae BH1578 lux reporter, luminescence, 6 h; in the data active = activation mostly above about 9.7%, no sharp cut-off; inconclusive = no clear call, values can overlap the other calls; inactive = mostly below about 3.7%; also: not every result past the cut was called active; inactives centre near 0; reference of the scale not given here
GDH-TPI inh = counter-screen for M. tuberculosis FBA inhibitors: GDH-TPI coupled enzymes; GDH-TPI coupled enzyme counterscreen, NADH absorbance; inhibition, % at 4.8 µM; 360,000 compounds, 1.2% hits; in the data active = inhibition above about 30%;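 also: 0% = DMSO wells and 100% = wells lacking the enzyme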
* = called active by the depositor; i = inactive; ? = inconclusive; . = not tested or not shown.

Compound	BioA inh	TcdB GH inh	PfHsp40 rescue	FadD28 binding	Yp Topo-I inh	FBA Mtb inh	Mtb UGM inh	Vc quorum ag	GDH-TPI inh
Cc1cc(C)c(C)c(S(=O)(=O)NCC(=O)O)c1C	-1.4	.	-0.9	-0.7	1	2	1.3	.	6
O=C1c2ccccc2NC(c2ccc(-c3ccc(C(F)(F)F)cc3)o2)N1O (centres undefined)	0.8	0.6	279*	-7.0	-12	2	-1.9	1.0	3
O=C(Oc1ccc(-c2csnn2)cc1)C1CC1	.	5.7	-0.2	-1.8	1	-3	-2.4	-0.8	5
COc1ccc(S(=O)(=O)NCC(c2cccnc2)N2CCN(c3ccccc3)CC2)cc1C (centres undefined)	1.5	0.7	0.0	-0.3	2	-3	2.2	.	5
CC(=O)c1ccc(Oc2cc(C)nc(N3CCOCC3)n2)cc1	.	.	0.3	-2.1	-6	0	-2.8	-0.3	-12
O=C(NCc1ccco1)c1ccc(Cn2c(=O)c3sccc3n(Cc3cccc(F)c3)c2=O)cc1	0.6	-0.5	1.8	-0.5	2	0	-0.1	-0.5	-2
O=C(O)c1cc([N+](=O)[O-])ccc1Nc1ccccc1	0.8	1.3	0.2	-3.6	5	-13	3.2	-0.6	8
Cc1ccc(C)c(CSc2nnc(C)c(=O)n2N)c1	.	0.0	1.6	0.9	-1	4	2.8	2.7	4
COc1ccc(N(C(=O)c2ccncc2)S(=O)(=O)c2cccs2)cc1	.	0.2	0.4	-3.9	0	2	-0.4	-0.3	14
Cc1ccc(S(=O)(=O)N(C)C)cc1NC(=O)Nc1c(-c2ccccc2)noc1C	-1.1	0.7	.	-0.7	6	-1	2.3	i	-4
COc1cc(/C=C/C(=O)OCC(=O)NC(=O)NC(C)(C)C)ccc1OCC#N	.	1.4	83*	-1.3	0	14	-2.0	-0.1	16
COc1cc(N=CC2=C(O)c3ccccc3C2=O)cc(OC)c1	-1.8	1.5	1.6	-1.7	-5	1	1.0	-0.3	7
CC(=O)Nc1ccc(Oc2nc(C)cc(C)n2)cc1	-0.2	.	3.6	-0.9	-5	1	-0.7	i	12
Cc1ccc(C)c(NC(=O)COC(=O)CCC(=O)c2cccs2)c1	-3.0	0.5	-0.3	1.7	-11	2	-1.0	0.4	1
CC(=O)Nc1ccc(NS(=O)(=O)c2ccc3ccccc3c2)cc1	3.5	.	0.5	-2.3	-2	-6	-0.6	.	2
COc1ccc2[nH]c3c(=O)n(Cc4ccc(C(=O)NCC5CCCO5)cc4)c(=S)[nH]c3c2c1 (centres undefined)	-1.2	1.1	0.6	-0.4	1	13	1.5	-0.5	5
CN(CC(=O)N1CCc2ccccc21)S(=O)(=O)c1cccc2cccnc12	-0.8	0.4	-1.0	?	2	1	0.7	-0.2	0
CC(=O)Oc1ccc(C(=O)OCC(=O)c2c(N)n(C)c(=O)n(C)c2=O)cc1OC(C)=O	-1.7	-11	-1.2	-8.0	-15	-7	2.0	1.1	-7
CCCc1nc2ccc(C)cn2c1Cc1ccccc1	-4.3	-9.3	.	1.5	.	7	.	.	.
CCNc1nnc(-c2ccncc2)s1	0.1	.	-1.7	-1.4	1	136*	0.2	-0.4	21
CC(=O)c1cccc(NC(=O)COc2ccccc2C(=O)c2cc(C#N)c(=O)n(C3CCCCC3)c2)c1	.	.	0.5	-1.3	9	2	-0.6	-0.3	8
CS(=O)(=O)c1cccc(-c2csc(N3CCC(C(N)=O)CC3)n2)c1	-2.8	0.4	1.2	-0.1	-2	3	0.4	-0.3	8
Cc1ccc(CN(C(=O)Cn2nnc3ccccc32)C(C(=O)NCc2ccco2)c2cccs2)cc1 (centres undefined)	-0.2	.	-0.4	-0.6	-9	-1	-1.6	-0.7	7
CCOC(=O)c1cnn(-c2ccc(C)cc2)c1N	-0.6	.	0.1	-4.5	3	0	-0.1	i	-2
COC(=O)c1sccc1NC(=O)CSc1ccccc1NS(=O)(=O)c1ccc(Br)cc1	0.3	.	-0.3	-0.1	8	5	0.8	3.2	4

Further compounds:
Compound	BioA inh	TcdB GH inh	PfHsp40 rescue	FadD28 binding	Yp Topo-I inh	FBA Mtb inh	Mtb UGM inh	Vc quorum ag	GDH-TPI inh
CCOC(=O)c1c(N)c(C#N)c2n1CCCC2	-1.4	.	-1.0	-2.7	-7	0	-0.3	-0.3	1
Cc1[nH]n(C(N)=S)c(=O)c1N=Nc1cc(-c2ccc(Br)cc2)[nH]n1	-1.4	1.2	-1.4	-0.9	-1	-3	-4.6	i	6
CC1=C(C(=O)N2CCOCC2)C(c2c(F)cccc2F)NC(=O)N1 (centres undefined)	-0.8	0.7	-0.6	0.2	6	-1	0.2	i	-2
COc1ccc(N2C(=O)CCC(C(=O)NCc3ccccn3)C2c2ccc(OC)c(OC)c2)cc1 (centres undefined)	-0.6	.	-1.3	-3.1	1	3	-0.3	-0.5	0
COc1cc(/C=N/NC(=O)C(=O)NCC2CCCO2)cc(Cl)c1O (centres undefined)	-1.0	-0.8	-1.0	-2.4	1	-1	1.1	-0.5	29
CC1=CC(=O)O[C@@H]1[C@@]1(C)C[C@H]2OC(=O)C[C@H]3[C@@H](C)C(=O)C(O)=C1[C@@]23CO	-0.1	-1.4	-1.3	-1.9	3	1	4.1	-0.4	-8
CC12CC(NC(=O)N1c1cccc(C(=O)N3CCCCC3)c1)c1ccccc1O2 (centres undefined)	-0.9	0.4	-0.8	-1.1	-1	0	-1.5	-0.3	0
O=C(c1cnn2c(C(F)(F)F)cc(-c3ccccc3)nc12)N1CCOCC1	-0.5	1.1	0.6	-4.4	-4	1	0.6	-3.6	3
COc1ccc(C(NC(=O)C2CCN(CCCOc3ccccc3)CC2)c2cccs2)cc1 (centres undefined)	-2.5	0.2	.	-1.3	3	5	.	i	9
CSCCC(NC(=O)COc1ccccc1)C(=O)N(C)Cc1ccc(Cl)cc1Cl (centres undefined)	-0.3	0.2	5.9	.	38	-1	-1.7	i	-1
c1ccc(C2CC(c3ccccc3)C(c3ccccc3)N2)cc1 (centres undefined)	-1.7	0.5	-0.8	-3.1	8	1	0.6	-0.3	1
Cc1ccc(-n2c(O)c(C=NC3CCS(=O)(=O)C3)c3ccccc3c2=O)cc1 (centres undefined)	0.8	.	-0.9	-1.3	-10	2	0.7	i	9
CN1CCc2c(sc3nc(NCCO)n(-c4cccc(Cl)c4)c(=O)c23)C1	-0.6	0.2	-0.6	-2.8	2	71*	1.6	2.4	23
CC1=CC=CN2C1=NC(=O)CC2(C)C(=O)N(CC(=O)NC1CCCC1)c1cc(C)cc(C)c1 (centres undefined)	.	1.1	-0.9	0.0	5	174*	-0.8	i	7
Cc1ccc2c(c1)c1ccc3c(c1n2C)C(=O)C=CC3=O	1.0	-2.8	1.5	-0.8	-2	3	.	i	-7
Cc1cc(NC(=O)CSc2nnc(Cc3ccccc3)n2C)no1	0.1	.	-0.1	-0.2	0	6	-3.4	0.7	-1
CCCC(=O)Nc1ccccc1Sc1ncnc2scc(-c3ccccc3)c12	1.7	.	-0.4	-4.7	29	2	0.6	-0.6	-2
COc1ccccc1NCc1cc(=O)oc2c(C)c(O)ccc12	4.6	0.9	-1.6	4.7	-9	6	-1.3	-0.3	12
O=C(Nc1ccon1)c1ccc(Cl)s1	.	.	-1.2	-7.1	-2	-1	-1.8	-0.2	8
Cc1cc2c(cc1C)N(C(=O)CCl)CC(=O)N2	-1.1	.	.	0.5	2	6	.	9.1	4
Cc1ccc(S(=O)(=O)Cn2nnnc2C(C(C)C)N2CCN(c3nc4ccccc4s3)CC2)cc1 (centres undefined)	-1.0	.	0.0	-1.4	3	-4	-2.9	7.1	1
COc1ccccc1NS(=O)(=O)c1ccc(NN=C2CCCCC2)c([N+](=O)[O-])c1	.	.	-0.4	-3.7	9	-8	2.2	-0.3	-4
COc1cc2c(cc1OC)C1(CCCC1)CNC2c1ccc([N+](=O)[O-])cc1 (centres undefined)	.	1.1	-0.1	0.3	2	5	2.2	i	-5
COc1cccc(C2CC(c3c(F)cccc3Cl)n3nc(N)nc3N2)c1 (centres undefined)	0.4	.	-0.7	-1.1	1	11	3.9	0.8	-1
OC(CN1CC=C(/C=C/c2ccc(Br)cc2)CC1)c1ccccc1 (centres undefined)	6.3	-0.2	?	0.3	35	-1	-1.8	i	6

Going on with the list:
Compound	BioA inh	TcdB GH inh	PfHsp40 rescue	FadD28 binding	Yp Topo-I inh	FBA Mtb inh	Mtb UGM inh	Vc quorum ag	GDH-TPI inh
CC(=NNC(=O)c1ccc2nc[nH]c2c1)c1ccc(Br)cc1	2.8	-4.7	-0.5	-1.2	4	-3	3.3	i	8
O=C(Nc1ccc(N2CCCCC2)cc1)c1ccc(F)cc1F	0.8	-0.6	-2.4	-1.6	-1	2	2.2	-0.3	12
O=C1C(=O)N(O)C2CCCCC2N1O (centres undefined)	.	.	0.6	-3.0	-4	0	-0.1	-0.4	-2
COc1cc(C(=O)NCCN2CCCC2)cc(OC)c1OC	-0.4	.	-0.2	-4.0	-4	1	0.7	-0.7	-4
O=C1CSC(=S)N1N=Cc1c(O)ccc2ccccc12	.	1.1	1.3	-0.9	-17	-2	.	-1.1	7
O=c1cc(CCl)nc2scc(-c3ccccc3)n12	1.6	0.4	-0.4	-5.1	3	1	-0.2	-0.4	13
COc1ccc(OC)c(S(=O)(=O)Nc2cccc(O)c2)c1	1.8	0.8	-0.5	-3.2	2	3	2.8	-0.2	-9
CC1CCCC(NC(=O)COC(=O)Cc2ccc(Cl)cc2)C1C (centres undefined)	-0.3	0.8	1.4	-2.2	14	-1	-0.1	-0.2	1
COC(=O)c1ccc(C(=O)OC)c(NC(=O)CSCC(=O)O)c1	0.1	0.8	-0.3	-1.3	0	1	-1.0	-0.6	6
CC1CCN(C(=O)CSc2nc3c(cnn3-c3ccccc3)c(=O)[nH]2)CC1	-0.9	0.3	-0.6	-0.6	12	0	0.7	-0.3	7
O=C1NC(=O)C(Cc2ccccc2)C(=O)N1	-1.4	1.7	3.7	-2.0	-4	4	.	i	7
COc1ccccc1N1CCN(C2CCCN(C(=O)c3cc(C)oc3C)C2)CC1 (centres undefined)	-0.8	0.9	-0.5	-2.0	3	-1	0.1	-1.8	4
COc1ccccc1NC(=O)c1cc2c(CO)cnc(C)c2oc1=Nc1cccc(C(N)=O)c1	-3.0	-0.8	-1.0	-1.6	1	2	0.0	-0.4	5
O=C(O)c1cc(Cl)c(Cl)cc1C(=O)Nc1cccc2cccnc12	-0.4	.	-0.5	-0.4	-2	-4	2.1	i	-1
Nc1c(C(=O)Nc2ccccc2)sc2nc3c(c(-c4ccco4)c12)CCC3	0.9	.	-0.6	-2.1	2	-11	0.9	-5.6	23
O=C(Cn1cc([N+](=O)[O-])cn1)NCc1ccccc1	-2.1	1.7	-0.4	-0.2	6	-1	-1.6	0.7	5
O=C(Nc1nc2cc3c(cc2s1)OCO3)c1ccco1	-1.7	0.9	-0.8	0.9	6	1	.	0.3	35*
Cc1ccc(/C=C2/C(=O)N(c3ccccc3)C(=S)N2C)o1	.	.	-0.3	-2.0	-8	-6	1.0	i	16
O=C1C2ON(c3ccccc3)C(c3ccncc3)C2C(=O)N1c1ccccc1 (centres undefined)	.	.	-2.1	-3.0	3	-1	-1.3	i	-3

Complete entries from above:
Results for CC(=NNC(=O)c1ccc2nc[nH]c2c1)c1ccc(Br)cc1 → BioA inh = 2.8; TcdB GH inh = -4.7; PfHsp40 rescue = -0.5; FadD28 binding = -1.2; Yp Topo-I inh = 4; FBA Mtb inh = -3; Mtb UGM inh = 3.3; Vc quorum ag = i; GDH-TPI inh = 8
Results for CC1CCCC(NC(=O)COC(=O)Cc2ccc(Cl)cc2)C1C (centres undefined) → BioA inh = -0.3; TcdB GH inh = 0.8; PfHsp40 rescue = 1.4; FadD28 binding = -2.2; Yp Topo-I inh = 14; FBA Mtb inh = -1; Mtb UGM inh = -0.1; Vc quorum ag = -0.2; GDH-TPI inh = 1

Bioassay records (PubChem)
